Compound activity as filed in PubChem BioAssay.
CHT inh – inhibitors of human choline transporter CHT; High affinity choline transporter 1 (Homo sapiens), Q9GZV3; CHT-expressing cells, membrane potential dye, choline response; hits give low values; B-score at 10 µM; 0.86% of 310,000 active; AID 488975, 2010;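 active = B-score over 3 SD under the library average, and starting fluorescence ratio not unusually high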;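 also: choline stimulus applied at its EC90 after an EC20 pre-addition; B-score computed on integrated fluorescence ratio after choline addition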
Target sequence (Q9GZV3 whole entry, looked up): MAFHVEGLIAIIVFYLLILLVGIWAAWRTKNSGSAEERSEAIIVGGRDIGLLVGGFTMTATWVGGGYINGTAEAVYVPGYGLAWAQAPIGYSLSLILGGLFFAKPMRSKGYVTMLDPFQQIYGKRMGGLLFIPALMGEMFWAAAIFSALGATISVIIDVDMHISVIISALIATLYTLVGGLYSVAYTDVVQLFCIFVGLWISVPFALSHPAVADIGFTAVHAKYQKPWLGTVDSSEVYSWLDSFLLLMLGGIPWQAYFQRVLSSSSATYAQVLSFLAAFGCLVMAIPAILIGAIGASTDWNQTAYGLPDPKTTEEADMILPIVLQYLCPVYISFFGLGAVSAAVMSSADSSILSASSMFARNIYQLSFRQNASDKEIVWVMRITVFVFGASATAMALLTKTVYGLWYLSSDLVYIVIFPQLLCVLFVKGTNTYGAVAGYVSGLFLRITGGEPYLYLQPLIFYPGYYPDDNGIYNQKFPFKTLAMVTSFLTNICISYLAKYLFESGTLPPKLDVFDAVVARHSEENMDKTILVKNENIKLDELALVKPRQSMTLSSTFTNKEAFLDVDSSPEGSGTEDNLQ
KCNQ2 block – KCNQ2 potassium channel inhibitors, primary screen, cell-based, CHO-K1, FluxOR thallium flux, B-score (AID 2156); 20 min; hits give low values; B-score at 10 µM; Potassium voltage-gated channel subfamily KQT member 2 (Rattus norvegicus), O88943; 1.1% of 310,000 active;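 active = fluorescence ratio B-score at most minus 3 library SDs, with starting brightness B-score within 2 library SDs, cut at about -5.5 in these data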
Calls only; i = inactive; · = not tested or not shown.

SMILES	CHT inh	KCNQ2 block
COc1ccc(/C=N/NC(=O)C(=O)N2CCCCCC2)cc1	i	i
O=C(Cn1cnc2ccccc2c1=O)N1CCc2ccccc2C1	i	i
Cc1cc(Nc2ccccc2)nc(N)n1	i	i
C=CCn1c(SCC(=O)Nc2ccccc2C)nnc1-c1ccncc1	i	i
CC1CC(CC(C)C(=O)Nc2nncs2)C(=O)O1 (configuration not stated)	i	i
CC1CCN(C(=O)Cn2cc(SCC(=O)NCC3CCCO3)c3ccccc32)CC1 (configuration not stated)	i	i
Cc1cc2c(ccc3c2no[n+]3[O-])nn1	i	i
O=C(N/N=C/c1ccccc1)c1[nH]ncc1Br	i	i
O=C(Cc1ccccc1F)NC1CCSc2ccccc21 (configuration not stated)	i	i
O=C(NCC(=O)N1CCCCCCC1)c1ccc(Br)o1	i	i
CC1(OC(=O)c2cccs2)C(=O)C=C2C=C(C3CC3)OC=C2C1=O (configuration not stated)	i	i
Cc1ccc(Nc2nc(C(=O)N3CCC(C(=O)NCCN4CCOCC4)CC3)cs2)cc1	i	i
Cc1cccc(CC(=O)NCCN2CCCCC2)c1	i	i
O=C1c2ccccc2-c2n[nH]c(=O)c3ccc(N4CCCCC4)c1c23	i	i
COc1ccc(-n2c3c(cc(C(=O)NCc4ccco4)c2=O)C(=O)CC(C)(C)C3)cc1	i	i
Cc1cccc(NS(=O)(=O)c2cc(C(=O)N3CCOCC3)ccc2Cl)c1	i	i
CC(C)c1ccc2[nH]c3c(c2c1)CCCC3=O	i	i
CCOC(=O)C1C(c2ccc(OC)cc2)N(C)OC1(O)C(F)(F)F (configuration not stated)	i	i
COc1ccc(S(=O)(=O)NCc2ccc(C(=O)NCCCN3CCCC(C)C3)cc2)cc1 (configuration not stated)	i	i
Cc1ccc2c(c1)N(CCCC(=O)NCCC1=CCCCC1)C(=O)CO2	i	i
COc1ccc(/C=C/C(=O)OCC(=O)Nc2ccc3[nH]c(=O)[nH]c3c2)cc1OC	i	i
Cc1[nH]c2ccccc2c1C(c1ccccn1)N1CCCC1 (configuration not stated)	i	i
COc1ccccc1N1CCN(C(=O)CCCCn2c(=O)[nH]c3ccsc3c2=O)CC1	i	·
CCOC(=O)c1c(C)n(C)c2cc(CN(C)C)c(O)c(S(=O)(=O)c3ccccc3)c12	i	i
CC(=O)N1CCN(C(=O)c2cc(-c3ccc(Cl)s3)nc3ccccc23)CC1	i	i
COc1ccc(C(C)=O)cc1CN1C(=O)NC(CC(C)C)C1=O (configuration not stated)	i	i
Cc1ccc(-n2c(Cc3cccn3C)nnc2SCC(=O)Nc2ccc3c(c2)OCO3)cc1	i	i
CN(Cc1ccccc1)C(=O)[C@H]1CCC(=O)N1Cc1ccco1	·	i
COc1ccc(N2CCN(C(=O)CCc3ccc(S(=O)(=O)NC(C)(C)C)cc3)CC2)cc1	i	i
Cc1cc(=O)oc2c(C)c(OC(C)C(=O)NCCCN3CCOCC3)ccc12 (configuration not stated)	i	i
CC1=C(CC(=O)c2ccccc2)C(=O)c2ccccc2C1=O	i	i
Cc1noc(C)c1COC(=O)[C@H](C)NS(=O)(=O)c1ccc(Cl)c(Cl)c1	i	i
CCCCc1nc2cc(C(=O)N(C)C(C)c3ccccn3)ccc2o1 (configuration not stated)	·	i
CCC(C)(NC(=O)CNC(C)=O)C(=O)NC1CCCCC1 (configuration not stated)	i	i
CCOC(=O)N1CCN(C(=O)CCC(=O)N2CCOc3ccc(C)cc32)CC1	i	i
Cc1cccc(C(=O)OCC(=O)N2CCC(c3ccccc3)=N2)c1O	i	i
COc1ccc(C(=O)NCCCc2nc3ccccc3n2Cc2ccccc2C)cc1OC	i	i
COc1ccc(CCNC(=O)Cn2nnc(-c3ccc(N4CCOCC4)cc3)n2)cc1OC	i	i
Cc1cc(=O)cc(C)n1-c1ccccc1N1CCOCC1	i	i
O=S(=O)(c1ccc2nc(N3CCN(c4ccccc4F)CC3)ccc2c1)N1CCCCC1	i	i
Nc1ccc(C(=O)N2CCN(S(=O)(=O)/C=C/c3ccccc3)CC2)cc1[N+](=O)[O-]	i	i
CCC(C)[C@H](NC(=O)N1c2ccccc2NC(=O)[C@@H]1C(C)C)C(=O)N[C@@H](Cc1ccccc1)C(=O)O (some centres not stated)	i	i
CN(C)CCC(=O)C(Cc1ccccc1)c1ccccc1 (configuration not stated)	i	i
N=C1C(c2nc3ccccc3s2)=C(O)CN1Cc1ccco1	i	i
CCCCOC(=O)Nc1ccc(C)c(Cl)c1	i	i
Cc1ccnc(NC(=O)CCCc2ccccc2)c1	i	i
C#CC(CC)(CC)NC(=O)Nc1ccccc1C(=O)OC	i	i
COc1ccc(Cl)cc1NC(=O)Cn1nnc(C(=O)NCc2ccc3c(c2)OCO3)c1N	i	i
Cc1ccc(/C=C2\SC(=S)N(CCCC(=O)Nc3cc(C)on3)C2=O)cc1	i	i
COc1ccc(-c2noc(CCC(=O)NCCc3ccccc3)n2)cc1OC	i	i
CCCC(O)(CCC)C(=O)NN(C(=O)CCl)c1cccc(C)c1	i	i
Cc1cccc(NC(=O)CCC(=O)N/N=C/c2ccco2)c1	i	i
COC(=O)c1scc(C)c1NC(=O)C1CCCCC1	i	i
Cc1ccc(C(=O)Nc2ccc(Cl)cc2C(F)(F)F)c(Cl)c1	i	i
Cc1nc(N2CCCCC2)sc1C=O	i	i
Cc1ccc(OCC(=O)N(C)CC(=O)Nc2cccc(F)c2)cc1	i	i
O=C(Nc1ccc(C(=O)NCc2ccc(F)cc2)cc1)C1=CSCCO1	i	i
O=C(COc1ccc2ccccc2c1Br)N1CCCC1	i	i
COc1cccc(Nc2ccccc2C(=O)O)c1	i	i
CC1CCCC(C)N1/N=C/c1ccc(O)c(O)c1 (configuration not stated)	i	i
(cont.)
SMILES	CHT inh	KCNQ2 block
Cn1nc(C(F)(F)F)c(-c2ccc(F)cc2)c1NC(=O)c1cccnc1	i	i
CC(=O)Nc1ccc(S(=O)(=O)N(C)CC(=O)OCC(=O)N2CCc3ccccc32)cc1	i	i
COC(=O)NCC(c1cccnc1)N1CCN(c2ccccc2)CC1 (configuration not stated)	i	i
CCOc1ccc(C(=O)NCC(=O)OCC(=O)N2CCC(C)CC2)cc1	i	i
CC1CCCCN1C(=O)c1cccc(NC(=O)c2ccccc2)c1 (configuration not stated)	i	i
CCn1c(CCCOc2ccc(Cl)cc2Cl)nnc1SCC(=O)Nc1cccc(F)c1	i	i
CCN(CC)S(=O)(=O)c1cccc(-c2n[nH]c(=S)n2/N=C/c2ccc(Br)cc2)c1	i	i
O=C(CSc1nc2ccccc2s1)Nc1ccc(N2CCOCC2)c(Cl)c1	i	i
CCN(CCO)Cc1cc(=O)oc2c(C)c(C)ccc12	i	i
CCCCCCCCCC(=O)Nn1cnc2ccccc2c1=O	i	i
Cc1cccc(Cl)c1OCCN1CCCC1	i	i
CCOC(=O)c1c[nH]c2c(C)cc(C)cc2c1=O	i	i
Cc1nnc(SCc2cccc(CSc3nnc(C)s3)c2)s1	i	i
COc1cccc(C(=O)CC(=O)C(=O)Nc2ccc(C)cc2Cl)c1	i	i
Cn1c(=O)c2c(nc(CN3CCCCC3)n2CCCc2ccccc2)n(C)c1=O	i	i
COC(=O)COc1ccc(S(=O)(=O)Nc2ccc3c(c2)OCCO3)cc1Cl	i	i
O=C(/C=C/c1ccc(Cl)cc1)NCc1ccco1	i	i
CC1CCCCN1C(=O)CSc1nc(-c2ccccc2)cn1N (configuration not stated)	i	i
CCOC(=O)c1cc2c(=O)n3ccccc3nc2n(CC2CCCO2)c1=NC(=O)/C=C/c1ccccc1 (configuration not stated)	i	i
CN(CC(=O)Nc1ccc(Cl)cc1)C(=O)C1=COCCO1	i	i
Cc1cccc(C(=O)Nc2ccccc2N2CCN(c3ccc(F)cc3)CC2)c1	i	i
Cc1occc1-c1nnc(SCC(=O)c2ccc(Cl)cc2)n1CC1CCCO1 (configuration not stated)	i	i
N#CC1=C2SCN(Cc3ccccc3)CN2C(=O)CC1c1ccc2c(c1)OCO2 (configuration not stated)	i	i
NC(=O)C(c1cccc(Cl)c1)c1ncc(C(F)(F)F)cc1Cl (configuration not stated)	i	i

Reprinted from the part before: two compounds; new compounds follow.
SMILES	CHT inh	KCNQ2 block
N#CC1=C2SCN(Cc3ccccc3)CN2C(=O)CC1c1ccc2c(c1)OCO2 (configuration not stated)	i	i
NC(=O)C(c1cccc(Cl)c1)c1ncc(C(F)(F)F)cc1Cl (configuration not stated)	i	i
COc1ccc(C(CC(=O)O)n2cnnn2)cc1 (configuration not stated)	i	i
CCN1CCC(O)(C#Cc2ccccc2)CC1	i	i
O=C(Nc1ccc2nc(-c3cccs3)[nH]c2c1)c1ccco1	i	i
Cc1ccc(-c2ccc(CCC(=O)O)n2-c2cccc(C(=O)O)c2)cc1	i	i
COc1cc(OC)cc(C(=O)NC(C)CCc2ccccc2)c1 (configuration not stated)	i	i
COc1ccc2nc(C)cc(SCC(=O)N/N=C/c3c(OC)ccc4ccccc34)c2c1	i	i
CC(CN1C(C)CCCC1C)OC(=O)c1ccccc1Br (configuration not stated)	i	i
COc1ccc(CC(C)N2CCN(Cc3ccccc3)CC2)cc1OC (configuration not stated)	i	i
O=C1CCCN1CCC(=O)N1CCCC(CO)(Cc2ccccc2)C1 (configuration not stated)	i	i
CC1=CC(C)[C@@H]2COC(c3ccc(O)cc3)[C@H]1C2C (some centres not stated)	i	i
N/C(=N\OC(=O)c1cccc2ccccc12)c1ccncc1	i	i
CC(C)c1cc(C(=O)NCCc2ccccc2)no1	i	i
CCCC(=O)N(c1ccc(OC)cc1)C1C=CS(=O)(=O)C1 (configuration not stated)	i	i
Oc1ccc(/C=N/N2CCOCC2)c(O)c1O	i	i
CCOc1cccc(NC(=O)Cc2cccs2)c1	i	i
CC(C)CSC1=NSC2=NC(=O)/C(=C\c3coc4ccccc4c3=O)C(=N)N12	i	i
Nc1ccn(C2CC(O)C(CO)O2)c(=O)n1 (configuration not stated)	i	i
CCc1ccccc1NC(=O)CSc1nnc(Cn2nnc3ccccc32)n1C	i	i
CC(C)c1ccc(O)c(NC(=S)NC(=O)c2cccnc2)c1	i	i
Cc1ccc(S(=O)(=O)NCC(C)n2cncn2)cc1 (configuration not stated)	i	i
CCOc1c2ccc(C(=O)NCc3ccccc3OC)cc2nn1CC	i	i
O=C(O)c1cccc(S(=O)(=O)N2CCCC(c3nc4c(nnn4Cc4ccccc4Cl)c(=O)[nH]3)C2)c1 (configuration not stated)	i	i
COC(=O)c1ccccc1NC(=O)CN1CCC(n2nnc3cc(C(F)(F)F)ccc32)CC1	i	i
Cc1ccc2c(c1)N(CC(=O)NC1CCCCC1)C(=O)c1cccnc1O2	i	i
COC(=O)C1(NC(=O)NC2CCCCC2)CCCCC1	i	i
Cn1nc(-c2ccc3c(c2)OCCO3)c2ccccc2c1=O	i	i
CS(=O)(=O)N(CC(=O)N1CCOCC1)c1cccc([N+](=O)[O-])c1	i	i
CCN(CC(=O)Nc1c(F)cccc1F)C(=O)COc1ccc2c(C)cc(=O)oc2c1	i	i
CCOc1ccc(NC(=S)/C(=C(\[O-])c2ccc(C)c([N+](=O)[O-])c2)[n+]2ccccc2)cc1	i	i
Cc1ccn2cc(CCNS(=O)(=O)c3ccc4ccccc4c3)nc2c1	i	i
COc1ccccc1CC(=O)NNS(=O)(=O)c1ccc([N+](=O)[O-])cc1	i	i
COc1ccc(-c2csc(NC(=O)Cn3nc(C)cc3C)n2)cc1	i	i
CCC(=O)Nc1ccc2nc3c(=O)[nH]c(=S)[nH]c3nc2c1	i	i
COc1ccc2nc(/N=C(\N)NC(=O)C(C)(C)C)nc(C)c2c1	i	i
COc1ccccc1NC(=O)COc1cccc2c1CCNC2=O	i	i
CC(C)CC1NC2(C(=O)N(C)c3ccccc32)C2C(=O)N(C(C)C)C(=O)C12 (configuration not stated)	i	i
O=[N+]([O-])c1ccc(CN2CCC(Cc3ccccc3)CC2)cc1	i	i
CC(C)(C)Nc1nc(Cl)nc(NC2CCCCC2)n1	i	i
CSc1nnc(Cc2sc(-c3ccccc3)nc2-c2ccccc2)o1	i	i
O=C(c1ccncc1)N(Cc1cc2ccccc2[nH]c1=O)C1CCCCC1	i	i
Cc1cc(C(=O)Nn2c(-c3ccc(Br)cc3)nc3ccccc3c2=O)ccc1[N+](=O)[O-]	i	i
Cc1cc(C)n2nc(C(=O)Nc3cccc(S(=O)(=O)N(C)c4ccccc4)c3)nc2n1	i	i

Grouped by structure, the compounds so far containing a Cl atom (18)
SMILES	CHT inh	KCNQ2 block
Cc1cccc(NS(=O)(=O)c2cc(C(=O)N3CCOCC3)ccc2Cl)c1	i	i
CC(=O)N1CCN(C(=O)c2cc(-c3ccc(Cl)s3)nc3ccccc23)CC1	i	i
Cc1noc(C)c1COC(=O)[C@H](C)NS(=O)(=O)c1ccc(Cl)c(Cl)c1	i	i
CCCCOC(=O)Nc1ccc(C)c(Cl)c1	i	i
COc1ccc(Cl)cc1NC(=O)Cn1nnc(C(=O)NCc2ccc3c(c2)OCO3)c1N	i	i
CCCC(O)(CCC)C(=O)NN(C(=O)CCl)c1cccc(C)c1	i	i
Cc1ccc(C(=O)Nc2ccc(Cl)cc2C(F)(F)F)c(Cl)c1	i	i
CCn1c(CCCOc2ccc(Cl)cc2Cl)nnc1SCC(=O)Nc1cccc(F)c1	i	i
O=C(CSc1nc2ccccc2s1)Nc1ccc(N2CCOCC2)c(Cl)c1	i	i
Cc1cccc(Cl)c1OCCN1CCCC1	i	i
COc1cccc(C(=O)CC(=O)C(=O)Nc2ccc(C)cc2Cl)c1	i	i
COC(=O)COc1ccc(S(=O)(=O)Nc2ccc3c(c2)OCCO3)cc1Cl	i	i
O=C(/C=C/c1ccc(Cl)cc1)NCc1ccco1	i	i
CN(CC(=O)Nc1ccc(Cl)cc1)C(=O)C1=COCCO1	i	i
Cc1occc1-c1nnc(SCC(=O)c2ccc(Cl)cc2)n1CC1CCCO1 (configuration not stated)	i	i
NC(=O)C(c1cccc(Cl)c1)c1ncc(C(F)(F)F)cc1Cl (configuration not stated)	i	i
O=C(O)c1cccc(S(=O)(=O)N2CCCC(c3nc4c(nnn4Cc4ccccc4Cl)c(=O)[nH]3)C2)c1 (configuration not stated)	i	i
CC(C)(C)Nc1nc(Cl)nc(NC2CCCCC2)n1	i	i
